Mtb RmlCD inh – M. tuberculosis RmlC/RmlD inhibition; inhibition, % at 3.6 µM; P9WH09+P9WH11; 160,000 tested, 0.03% active; RmlC+RmlD coupled enzyme assay, percent inhibition; primary screen in compound mixtures; in the data active = inhibition mostly above about 34%, no sharp cut-off; also: some results filed as inactive read as strong as hits
Target sequence (P9WH09 whole entry, looked up): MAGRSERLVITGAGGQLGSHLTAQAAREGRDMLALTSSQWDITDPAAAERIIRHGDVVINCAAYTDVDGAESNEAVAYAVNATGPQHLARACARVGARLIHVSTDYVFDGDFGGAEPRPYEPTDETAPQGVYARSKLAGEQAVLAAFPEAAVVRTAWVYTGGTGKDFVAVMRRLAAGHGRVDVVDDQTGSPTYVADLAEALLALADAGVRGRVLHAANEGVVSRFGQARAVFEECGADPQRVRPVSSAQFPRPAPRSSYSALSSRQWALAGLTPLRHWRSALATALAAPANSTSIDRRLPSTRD
Target sequence (P9WH11 whole entry, looked up): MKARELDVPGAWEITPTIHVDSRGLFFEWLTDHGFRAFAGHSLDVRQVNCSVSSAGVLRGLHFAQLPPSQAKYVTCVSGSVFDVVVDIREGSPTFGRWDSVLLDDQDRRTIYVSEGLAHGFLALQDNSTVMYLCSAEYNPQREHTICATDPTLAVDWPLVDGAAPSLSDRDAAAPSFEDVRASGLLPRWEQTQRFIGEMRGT
GlmU inhibition – inhibition of mycobacterial GlmU enzyme – biochemical, glucosamine-1-phosphate acetyltransferase (AID 1376) | M. tuberculosis GlmU acetyltransferase enzyme assay; higher % means a stronger effect | one-dose inhibition, %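 (tested at 30 µM in the primary screen)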; IC50 in µM for titrated hits | 220,000 tested, 0.25% active; in the data active = inhibition above about 13%;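 also: 0% = complete reaction with vehicle and 100% = reaction without substrate; strong numbers were not always called active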
Numbers without * were called inactive; x = no result given. Only part of the results is shown (hit frequency here may not be typical).

SMILES	Mtb RmlCD inh	GlmU inhibition
COc1ccccc1NC(=O)CSc1nc2ncccc2[nH]1	x	4.8%
CCCCCNc1nc2sc3c(c2c(=O)n1-c1cccc(Cl)c1)CCN(C)C3	-8	-3.4%
O=C(NNc1c(Cl)cc(Cl)cc1Cl)c1n[nH]c(=O)c2ccccc12	x	-7.3%
COc1ccccc1C(=O)NNC(=O)c1ccc(NC(=O)CC(C)C)cc1	x	-1.8%
COC(=O)CC1NC2CCCCC2NC1=O (stereo not drawn)	x	-1.5%
CCOC(=O)c1nnn2c1nc(Nc1cccc(C(F)(F)F)c1)c1ccccc12	10	0.8%
Cc1cc(S(=O)(=O)N2CCN(Cc3ccc4c(c3)OCO4)CC2)cc(C)c1N1CCCC1=O	x	-2.4%
NC(=O)CSc1nnc(-c2ccc(S(=O)(=O)N3CCCC3)cc2)n1Cc1ccco1	x	-1.5%
O=C(CN1c2ccccc2Sc2ccccc21)NNC(=S)Nc1ccc(Cl)cc1Cl	-8	x
Nc1nc(Nc2ccc(Cl)cc2)nc(NCc2ccco2)c1[N+](=O)[O-]	-7	7.0%
COc1cccc(OC)c1OCCCOc1c(OC)cccc1OC	3	-6.8%
c1ccc2c3c([nH]c2c1)CNCC3	x	-3.4%
O=C(Cc1cccs1)NCc1ccncc1	4	x
COc1ccc(N2C(=O)CC(c3cc(OC)c(OC)c(OC)c3)CC2=O)cc1	6	-2.2%
Cc1c(NC(=O)CSc2ccc3c(c2)OCCO3)c(=O)n(-c2ccccc2)n1C	8	1.7%
COc1cc(NC(=S)NN2CCN(C)CC2)cc(OC)c1OC	5	2.9%
Cc1ccc(-n2nc(C)c(C3C(C#N)=C(N)Oc4c3c(=O)oc3ccccc43)c2Cl)cc1 (stereo not drawn)	2	x
CSCCC(NC(=O)c1ccccc1)C(=O)Nc1ccc(C)cc1 (stereo not drawn)	x	-3.9%
N#CC1=C(SCc2ccccc2Cl)NC(=O)C(C(N)=O)C1 (stereo not drawn)	-5	-1.0%
CCn1c(N2CCN(CC(=O)c3c(C)n(C)c4ccccc34)CC2)nc2c1c(=O)[nH]c(=O)n2C	-4	2.2%
CCCCCC(=O)Nc1cccc(C2=NOC3(C2)C[C@@H](C(N)=O)N(C(=O)c2cc([N+](=O)[O-])cc([N+](=O)[O-])c2)C3)c1 (stereo partly drawn)	x	-1.7%
CCC1CCCCN1S(=O)(=O)c1ccccc1[N+](=O)[O-] (stereo not drawn)	-8	0.7%
Cc1ccc(N/N=C(\C#N)C(=N)N2CCOCC2)cc1	7	2.8%
Cc1cc(Sc2nnc(N)s2)c2ccccc2n1	-3	-2.7%
CSC(=S)NCc1cccnc1	13	1.4%
CCn1c(/C(C#N)=C(\O)CCc2ccccc2)nc2ccccc21	-11	1.0%
CN(NC(=O)c1ccccc1F)c1ccc([N+](=O)[O-])cn1	11	-2.1%
O=C(N1CCN(c2ccccc2)CC1)C(F)(F)C(F)(F)F	x	-5.1%
Cc1cc(C(=O)CSc2nn(-c3ccccc3)c(=S)s2)c(C)n1Cc1ccco1	-3	2.6%
COc1ccc(C2=C/C(=C\c3cccc(OC(C)=O)c3)C(=O)O2)cc1	-10	3.1%
CCCCCC1CC(CC(=O)Nc2ccc([N+](=O)[O-])cc2)OC1=O (stereo not drawn)	3	3.2%
Cc1nc2nc(-c3ccccc3)[nH]n2c(=O)c1C	x	3.2%
O=C(NC1=NCCS1)C1CC(=O)N(c2ccc(F)cc2)C1 (stereo not drawn)	x	2.9%
Cn1cccc1C(C#N)c1ccccc1C#N (stereo not drawn)	7	0.9%
O=C(Nc1cccc(Oc2ccc3c(c2)C(=O)NC3=O)c1)c1cccs1	6	3.1%
CCOc1ccc(Nc2cc(C)nc(-n3nc(C)cc3C)n2)cc1	-3	0.8%
Fc1ccc(CNn2cnnc2SCc2ccc(F)cc2)cc1	x	-3.2%
CC(=O)c1ccc2c(c1)c1ccccc1n2CC(C)C	x	4.9%
C1=C(c2ccccc2)Nc2nnnn2C1	-18	-0.8%
Cc1nc2ccc(Cl)cc2c(-c2ccccc2F)c1CC(=O)O	-10	0.1%

Compound profiles (already shown):
Entry for O=C(NC1=NCCS1)C1CC(=O)N(c2ccc(F)cc2)C1 (stereo not drawn) : Mtb RmlCD inh = x; GlmU inhibition = 2.9%
Entry for CCC1CCCCN1S(=O)(=O)c1ccccc1[N+](=O)[O-] (stereo not drawn) : Mtb RmlCD inh = -8; GlmU inhibition = 0.7%

Seven of these compounds, set out differently:
Values run as follows: Mtb RmlCD inh | GlmU inhibition
> COc1ccc(N2C(=O)CC(c3cc(OC)c(OC)c(OC)c3)CC2=O)cc1
    6 | -2.2%
> COc1ccccc1NC(=O)CSc1nc2ncccc2[nH]1
    x | 4.8%
> O=C(Nc1cccc(Oc2ccc3c(c2)C(=O)NC3=O)c1)c1cccs1
    6 | 3.1%
> COc1ccc(C2=C/C(=C\c3cccc(OC(C)=O)c3)C(=O)O2)cc1
    -10 | 3.1%
> Cc1cc(Sc2nnc(N)s2)c2ccccc2n1
    -3 | -2.7%
> CN(NC(=O)c1ccccc1F)c1ccc([N+](=O)[O-])cn1
    11 | -2.1%
> COc1cc(NC(=S)NN2CCN(C)CC2)cc(OC)c1OC
    5 | 2.9%

Continuation:
SMILES	Mtb RmlCD inh	GlmU inhibition
CCCC(=O)Nc1ccc(Br)c(Cl)c1	4	-1.3%
COc1ccc(C(=O)NNC2CC(=O)N(Cc3ccc(Cl)cc3)C2=O)cc1OC (stereo not drawn)	-2	-3.6%
C=CCN=C(NC#N)SCc1ccccc1Cl	x	0.0%
Cn1c(Cn2c(=O)sc3ccccc32)nnc1SCC(N)=O	6	-4.0%
C=CCN(c1ccc(C(N)=O)cc1)S(C)(=O)=O	x	-1.6%
COc1ccc(CC(=O)NCC2(c3ccc(OC)c(OC)c3)CCCC2)cc1	x	7.3%
COC(=O)[C@@]1(Cc2ccc(F)cc2)[C@H]2c3cc(C(=O)N4CCCC4)n(CCc4ccccn4)c3C[C@H]2CN1C(=O)c1ccccc1	x	-0.1%
CCO[C@H]1OC(C(=O)N2CCN(Cc3ccccc3)CC2)=C[C@@H](c2coc3ccccc3c2=O)[C@@H]1CCCO	x	-4.4%
Cc1cc(C)c(N)c(C(=O)O)c1	4	0.7%
COc1ccc(C2=NN(C(=O)CSc3nc4ccccc4s3)C(c3ccc(OC)cc3)C2)cc1 (stereo not drawn)	x	4.3%
Cc1ccc(C(=O)c2ccccc2C(=O)O)c(O)c1	7	0.7%
O=C1c2ccccc2C(Nc2cccnc2)N1Cc1ccccc1 (stereo not drawn)	x	1.4%
CCOC(=O)c1ccc(NC(=O)Cn2c(-c3nonc3N)nc3ccccc32)cc1	7	-3.8%
O=C(CC1Sc2ccccc2NC1=O)c1ccc(Br)cc1 (stereo not drawn)	7	0.2%
CCCNS(=O)(=O)c1ccc(NC(=O)c2ccccn2)cc1	28	-2.8%
COc1cccc(OC)c1CC1SC(=O)NC1=O (stereo not drawn)	11	0.7%
COc1ccccc1-c1nc(C#N)c(N2CCC(Cc3ccccc3)CC2)o1	7	-2.7%
COc1ccccc1CNC(=O)C1CCC(CNc2c(N3CCOCC3)c(=O)c2=O)CC1 (stereo not drawn)	36	3.8%
O=C(Nc1ccc(Cl)c(Cl)c1)Nc1ccccc1NS(=O)(=O)c1cccs1	x	-2.2%
COC(=O)c1[nH]c2ccc(F)cc2c1NC(=O)CCN1CC(C)OC(C)C1 (stereo not drawn)	-3	-1.6%
N#Cc1ccccc1OCCOCCNC1CCCC1	x	-6.2%
O=c1ccn(CCOc2ccc(Cl)cc2)c(=O)[nH]1	13	-4.0%
CC(C)(C)C1CCC(=NNC(=O)C(=O)NCc2ccco2)CC1 (stereo not drawn)	-12	2.2%
CC1(c2nnc(-c3ccncc3)o2)CC(c2ccccc2)=NO1 (stereo not drawn)	x	-2.1%
Clc1ccccc1N=C1NN=C(c2cccs2)CS1	-8	-1.7%
CCN1CCN(CC(O)COc2ccc3c(c2)CCC3)CC1 (stereo not drawn)	8	4.8%
CC(OC(=O)Nc1cccc(Cl)c1)C(=O)O (stereo not drawn)	x	-6.3%
CCCC(=O)N(c1ccc2oc(C)c(C(C)=O)c2c1)S(=O)(=O)c1ccc(C)c([N+](=O)[O-])c1	-7	-2.8%
Cn1ccnc1SCC(=O)c1ccc(O)cc1	x	-4.7%
COc1ccc2cnnc(SCC(=O)Nc3ccccc3)c2c1OC	0	9.2%
C=CCn1c(=O)n(CCC#N)c(=O)n(CCC#N)c1=O	-9	7.0%
CCCCOCCCNC(=O)c1ccc(OC)cc1	35	7.2%
Cn1c(=O)oc2cc(S(=O)(=O)N3CCCc4ccccc43)ccc21	x	-0.9%
CN(Cc1ccccc1)S(=O)(=O)c1ccc2c(c1)OCCO2	8	1.4%
COC(=O)[C@H](CCSC)NC(=O)NC1CCN(Cc2ccccc2)CC1	1	-2.0%
COc1ccc(OC)c(/C=C/C(=O)Nc2ccc3c(c2)CCC3)c1	-6	5.0%
CCOCCCNC(=O)C(=O)NCCCOCC	x	1.5%
O=C(CCc1c[nH]c2ccccc12)NCC(=O)Nc1ccc(F)c(F)c1F	4	2.1%
Cc1ccc(C2C(C(N)=S)=C(N)OC3=C2C(=O)CC(C)(C)C3)cc1 (stereo not drawn)	5	-1.8%
C=C(C)Cn1c(CCCNC(=O)CCC)nc2ccccc21	5	-1.8%
O=C(NCC1CCCO1)C1CCCCN1S(=O)(=O)c1ccc(F)cc1 (stereo not drawn)	10	-4.2%
COC(=O)CSc1ccccc1C(=O)OC	23	9.8%
Cc1cc(NN)nc2ccc(Cl)cc12	-13	1.8%
Cc1ccc(C(=O)N2CCN(Cc3ccc4c(c3)OCO4)CC2)o1	-8	2.1%
Cc1ccc(-c2nnc(N(C)C(=O)c3ccccn3)s2)cn1	9	1.5%
CC(C)(C)OC(=O)NCCCC[C@H](NC(=O)c1nc[nH]c1C(=O)NCc1ccccc1)C(=O)OC(C)(C)C	x	-1.8%
CC1(C)CCc2nc(SCc3ccccc3)c(C#N)cc2C1	x	5.2%
N#C/C(=C\c1ccc([N+](=O)[O-])o1)C(=O)Nc1ccc(F)cc1	1	3.0%
Cc1cc(Br)c2nc3c(c(C(=O)O)c2c1)CCCCC3	-5	-3.8%
N/C(Cn1cncn1)=N\NC(=O)c1ccc(Cl)cc1Cl	-5	-3.9%
CCC(C(=O)NCc1ccco1)N(C(=O)CNS(=O)(=O)c1ccccc1)c1ccccc1C (stereo not drawn)	6	2.3%
CC(=O)c1cccc(CN2CCCC(CCC(=O)NCc3ccc(C)o3)C2)c1 (stereo not drawn)	8	4.2%
CN(C)S(=O)(=O)c1ccc(=S)[nH]c1	5	1.3%
CCC(=O)N1CCCc2cc(S(=O)(=O)N3CCN(c4ccccc4F)CC3)ccc21	x	3.7%
CC(NC(=O)CNC(=O)C1O[C@@H]2OC(C)(C)O[C@@H]2[C@H]2OC(C)(C)O[C@@H]12)C(=O)O (stereo partly drawn)	6	-4.1%
CSc1ccccc1C(=O)Nc1ccccc1C(=O)NC(C)C	3	-2.4%
N#CCN1CCC2(O)CCCCC2C1c1ccc2c(c1)OCO2 (stereo not drawn)	4	-3.3%
Cn1c(=O)[nH]c(=O)c2c1nc(NCCCn1ccnc1)n2Cc1ccc(F)cc1	x	-3.9%
Cc1ccc(NC(=O)c2snnc2C)cc1Cl	-8	1.2%
CCOP(=O)(OCC)c1nc(-c2cccc3ccccc23)oc1NCc1ccc(OC)cc1	-11	6.4%

Sorted by count of non-hydrogen atoms (lowest first): six of the compounds above.
SMILES	Mtb RmlCD inh	GlmU inhibition
COC(=O)CSc1ccccc1C(=O)OC	23	9.8%
CC1(C)CCc2nc(SCc3ccccc3)c(C#N)cc2C1	x	5.2%
Cc1ccc(C(=O)N2CCN(Cc3ccc4c(c3)OCO4)CC2)o1	-8	2.1%
CC(=O)c1cccc(CN2CCCC(CCC(=O)NCc3ccc(C)o3)C2)c1 (stereo not drawn)	8	4.2%
CCC(=O)N1CCCc2cc(S(=O)(=O)N3CCN(c4ccccc4F)CC3)ccc21	x	3.7%
CCC(C(=O)NCc1ccco1)N(C(=O)CNS(=O)(=O)c1ccccc1)c1ccccc1C (stereo not drawn)	6	2.3%

Remaining list, next part:
SMILES	Mtb RmlCD inh	GlmU inhibition
COc1cc(C)c(Cl)cc1S(=O)(=O)NCCCN1CCOCC1	-5	-1.4%
COc1ccccc1NC(=S)N1CCOCC1	-10	0.8%
CC12CN3CCN(C1)CC(C)(C3)C2=NN	55	6.2%
O=C(CCCn1c(=O)oc2ccccc21)N1CCN(c2ccc(F)cc2)CC1	x	2.1%
Cc1csc(SCC(=O)Nc2cccc(S(=O)(=O)N3CCOCC3)c2)n1	-14	-0.8%
O=S(=O)(c1ccc(F)cc1)n1ccc2cccnc21	11	0.5%
O=C(Nc1cccc(C(=O)O)c1)/C(=C/c1ccc2c(c1)OCO2)NC(=O)c1cccc(Br)c1	-5	-2.4%
COC(=O)C1C2c3ccccc3OC1(C)N=c1s/c(=C/c3cn(C)nc3C)c(=O)n12 (stereo not drawn)	11	1.3%
CCOC(=O)N=Nc1c(O)n(Cc2ccccc2)c2ccccc12	-7	0.1%
Cc1ccc(NS(=O)(=O)c2ccc(CCC(=O)N3CCCC3)cc2)cc1	6	-0.4%
COc1ccc2c(c1)C(=O)[C@H](O)[C@@H](c1ccc(OC)c(Br)c1)O2	x	-6.5%
C=CCOC(=O)c1[nH]c2c(c1C)C(=O)CC(c1ccco1)C2 (stereo not drawn)	6	-0.2%
COc1ccc(-c2oc3ncn(CCN4CCOCC4)c(=N)c3c2-c2ccc(OC)cc2)cc1	12	3.2%
O=C(COc1ccccc1)Nc1ccccc1N1CCN(c2ccccc2)CC1	x	4.0%
CCOc1ccc(S(=O)(=O)Nc2ccc(S(=O)(=O)N3CCOCC3)cc2)cc1	11	7.4%
COc1ccccc1/C=C/C=N/n1c(-c2ccc(Cl)cc2)n[nH]c1=S	5	1.2%

Assay outcomes as filed in PubChem.
